Cneo AK release: Cryptococcus neoformans cell lysis inducers, primary screen, AK release luminescence, single concentration. C. neoformans lysis, adenylate kinase release luminescence, 4 h; normalised: neutral wells 0, clomiphene wells 100. lysis activity, % at 15 µM. 0.2% of 360,000 active;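 active = mean lysis activity across replicates of at least 80%, whatever share of replicates individually reach that level; inactive = mean lysis activity below 80%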
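Material – log-phase Cryptococcus neoformans yeast cells · Input – 5 × 10^6 yeast cells/mL · Medium – fresh YPD growth medium · Doses – single compound concentration per well · Timing – static 4 h at 37 °C with compound, 1 h detection · Detection – adenylate kinase release luminescence · Read-out – signal increase indicating cell lysis · Control set – Clomiphene as positive lysis control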
XiGFP reactiv: activators of inactive X chromosome reactivation, primary screen, imaging, XiGFP fibroblasts, GFP high-content imaging, set 2; XiGFP mouse fibroblasts, % GFP-positive cells imaging, 3 d; cells co-treated with 5-aza-dC sensitizer; scaled so ellipticine positive control = 100%; activation, % at 7.58 µM; 0.055% of 360,000 active; AID 743238, 2013;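 active = mean normalized replicate activation at least 10% and every replicate at or above 10%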;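 note: 0% = median of on-plate neutral control wells and 100% = ellipticine 6 µM median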
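System: 68-5-11 XiGFP fibroblast line; Timing: 3 days compound exposure; Compound dosing: one concentration, pinned; Benchmarks: positive control ellipticine, 6 µM final; Buffer or medium: DMEM containing 5-aza-dC.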
PGC1a acetyl inh: inhibitors of PGC1a acetylation signal, primary screen, cell-based, U2OS, AlphaScreen, inhibitor mode; AlphaScreen anti-acetyl-lysine; with virally co-expressed GCN5 acetyltransferase; inhibition, % at 15.6 µM; 0.17% of 350,000 active;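 active = every replicate shows inhibition of at least 40%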;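 note: 0% = neutral control wells and 100% = positive control wells; some results beyond the cut were filed as inactive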
C2C12 statin: suppressors of statin myotoxicity in C2C12 myotubes, primary screen, cell-based, single point, plate reader; C2C12 myotubes + simvastatin, ATP luminescence, 48 h; scaled: DMSO 0, geranylgeraniol control 100; rescue of ATP level, % at 7.49 µM; 0.78% of 330,000 active; AID 602340, 2012;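 active = mean ATP rescue above about 67%, or every replicate alone reaching that limit, limit read from the data, passing the limit was not always enough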;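 note: myotubes were challenged with 10 µM simvastatin during compound exposure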
S100A4 MyoIIA: inhibitors of S100A4-myosin IIA peptide binding, primary screen, biochemical, fluorescence polarization, TAMRA-MyoIIA peptide | 0.14% of 360,000 active | Protein S100-A4 (Homo sapiens), P26447 | AID 652163, 2013 | inhibition, % at 10.7 µM;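 active = mean inhibition of at least 70% across replicates, with every replicate also reaching that level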
Target sequence (P26447 whole entry, looked up): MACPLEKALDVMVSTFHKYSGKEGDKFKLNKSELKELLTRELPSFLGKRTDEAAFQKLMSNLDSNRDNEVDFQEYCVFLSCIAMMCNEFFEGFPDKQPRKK
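incubation = readout 5 min after mixing, signal stable up to 60 min | system = S100A4 monomer protein | buffer or medium = HEPES pH 7.2 with CaCl2, KCl, NaCl, DTT, Triton | benchmarks = neutral control DMSO, positive control TFP | also added = fluorescent myosin IIA peptide, 5 nM | compound dosing = one concentration per compound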
LGR2 inh: inhibitors of bursicon-induced LGR2 CRE-luciferase signal, primary screen, cell-based, HEK293, CRE-luciferase reporter, bursicon stimulation. Drosophila bursicon receptor LGR2 (rickets). bursicon-stimulated, 4 h. inhibition, % at 9.99 µM. 0.35% of 380,000 active. AID 720647, 2013;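 active = drop in luminescence signal, shown as inhibition above about 50% in the replicate tests, limit read from the data, passing the limit was not always enough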;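 note: agonist challenge used bursicon conditioned medium at about half maximal strength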
ERAP1 inh: human ERAP1 aminopeptidase inhibitors, primary screen, biochemical, single point, plate reader; Endoplasmic reticulum aminopeptidase 1 (Homo sapiens), Q9NZ08; inhibition, % at 10.7 µM; recombinant ERAP1, Leu-AMC fluorescence, 60 min; 0.15% of 340,000 active;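 active = mean replicate inhibition of at least 30%, or all replicates individually reaching that 30% level; inactive = mean below 30% and not every replicate reaching it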;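 note: 0% = neutral control wells and 100% = L-leucinethiol positive control wells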
Target sequence (Q9NZ08 whole entry, looked up): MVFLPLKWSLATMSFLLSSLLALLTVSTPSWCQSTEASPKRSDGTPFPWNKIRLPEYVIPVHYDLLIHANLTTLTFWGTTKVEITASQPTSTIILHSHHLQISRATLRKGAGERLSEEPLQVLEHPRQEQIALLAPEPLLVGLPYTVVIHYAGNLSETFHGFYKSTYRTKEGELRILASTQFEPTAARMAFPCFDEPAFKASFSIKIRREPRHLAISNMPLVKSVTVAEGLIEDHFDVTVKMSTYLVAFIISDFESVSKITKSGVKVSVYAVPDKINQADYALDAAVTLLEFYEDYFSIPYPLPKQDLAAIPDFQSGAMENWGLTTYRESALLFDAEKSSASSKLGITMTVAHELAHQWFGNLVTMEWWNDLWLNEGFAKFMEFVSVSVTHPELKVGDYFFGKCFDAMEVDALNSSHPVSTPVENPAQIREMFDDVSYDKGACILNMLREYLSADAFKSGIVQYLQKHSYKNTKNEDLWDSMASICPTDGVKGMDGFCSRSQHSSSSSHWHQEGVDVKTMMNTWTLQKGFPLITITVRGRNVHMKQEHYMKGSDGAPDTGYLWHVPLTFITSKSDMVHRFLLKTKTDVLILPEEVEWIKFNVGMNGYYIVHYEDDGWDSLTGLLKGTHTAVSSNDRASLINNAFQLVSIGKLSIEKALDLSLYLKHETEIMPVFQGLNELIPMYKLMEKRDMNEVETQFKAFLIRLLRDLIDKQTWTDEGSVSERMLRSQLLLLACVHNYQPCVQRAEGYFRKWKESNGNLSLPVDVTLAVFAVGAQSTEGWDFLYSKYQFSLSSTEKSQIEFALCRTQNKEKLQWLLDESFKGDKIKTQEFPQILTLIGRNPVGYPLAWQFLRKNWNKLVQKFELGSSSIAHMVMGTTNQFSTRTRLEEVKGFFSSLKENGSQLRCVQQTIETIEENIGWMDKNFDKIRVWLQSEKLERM
SIRT5 block: SIRT5 desuccinylase inhibitors, primary screen, biochemical, fluorescence imaging, single point, set 5; Purified SirT5, succinyl-peptide AMC, trypsin-coupled fluorescence; inhibition, % at 15 µM; 1.1% of 330,000 active; in the data active = inhibition above about 15%
* hit, by the source's call; x = not tested or not shown; & = joins results of further samples.

SMILES,C2C12 statin,SIRT5 block,Cneo AK release,LGR2 inh,PGC1a acetyl inh,ERAP1 inh,S100A4 MyoIIA,XiGFP reactiv
O=C(Nc1ccccc1F)N1CC(=O)N2[C@H](C1)[C@@H](c1ccc(C#Cc3ccc(F)cc3)cc1)[C@@H]2CO,x,3.4,x,11.0,-3.4,0.5,6.3,0.4
CC(C)(C)N1C(=O)c2ccccc2NC(=O)C1C(=O)NCc1ccco1 (centres undefined),x,-1.9,x,-2.5,x,x,-4.7,0.0
C[C@H]1CN([C@@H](C)CO)S(=O)(=O)c2ccc(C#CC3(O)CCCC3)cc2O[C@H]1CN(C)C(=O)c1cccnc1,8.8,-3.6,-2.2,-0.5,4.0,-1.0,8.9,0.0
O=C(Nc1cccnc1)c1ccc(-c2cc(Cl)ccc2Cl)o1,-22.5,-4.6,x,-18.2,-6.6,-9.6,2.9,0.0
CN(C)C(=O)c1ccc(NC(=O)c2ccccc2SCC(=O)N2CCCC2)cc1,1.4,-3.4,-0.5,x,19.9,7.4,0.2,0.1
Nc1ccn([C@@H]2O[C@H](C(=O)N3CCN(C(=O)C(F)(F)F)CC3)[C@@H](O)[C@H]2O)c(=O)n1,x,2.4,x,11.9,x,4.5,17.3,0.3
CCNS(=O)(=O)c1ccc(OCCNS(C)(=O)=O)cc1,-32.0,-0.6,-1.7,20.8,5.9,9.9,-12.1,x
CN(Cc1ccccc1)C(=O)c1ccc(COc2ccccc2)cc1,-3.7,-2.4,-2.7,-18.4,0.0,3.2,1.0,0.6
O=C(NC(=O)c1c(F)cccc1F)Nc1ccccc1SC(F)F,x,1.4,x,1.2,x,-0.3,2.0,0.2
c1ccc(OCc2ccc(CCCN3CCOCC3)cc2)cc1,0.3,-3.7,-2.1,6.0,-2.4,-0.8,-0.7,0.1

Additional structures:
SMILES,C2C12 statin,SIRT5 block,Cneo AK release,LGR2 inh,PGC1a acetyl inh,ERAP1 inh,S100A4 MyoIIA,XiGFP reactiv
Cc1ccc(/C=N/Nc2nc(C(C)(C)C)cs2)o1,-17.4,-3.1,0.2,-52.3,3.0,-1.1,-8.3,0.0
CCCN(Cc1nc2cc(Cl)ccc2c(=O)[nH]1)C(=O)c1ccc(S(=O)(=O)N2CCCC2)cc1,5.7,-2.1,1.1,6.3,38.3,2.1,-5.4,-0.1
CC(C)(C)c1ccc(-c2noc(CCC(=O)N3CCOCC3)n2)cc1,x,-0.4,x,-67.4,-11.3,3.5,1.3,0.3
Cc1onc(-c2ccccc2)c1C(=O)OCC(=O)c1ccc[nH]1,12.9,-1.7,-1.0,-4.3,x,-3.3,-0.8,-0.1
COc1cc(C(F)(F)F)nc(-c2ccccn2)n1,x,-1.6,x,2.7,6.6,-5.3,-2.5,0.2
Cn1c(=O)c2cc(S(=O)(=O)NCCC(=O)NCCC3=CCCCC3)ccc2n(C)c1=O,x,1.9,-2.5,5.0,2.4,6.4,2.0,x
COc1cccc(-c2ccc([C@H]3[C@@H](CO)N4C(=O)CN(C(=O)C5CCC5)C[C@@H]34)cc2)c1,x,8.4,x,0.5,-29.6,0.2,-1.5,0.0
CC1CCN(C(=O)CC(NC(N)=O)c2ccccc2Cl)CC1 (centres undefined),-4.1,-1.9,-0.7,2.9,x,-4.6,0.3,0.0
CC12CCC(C(=O)O)(c3nc(C#N)c(C#N)nc31)C2(C)C (centres undefined),3.4,x,2.8,-14.0,1.4,x,x,x
CN(C)C(=O)c1sccc1Oc1ccc(F)cc1[N+](=O)[O-],x,-1.1,x,13.6,4.5,2.1,1.8,0.0

Next part.
SMILES,C2C12 statin,SIRT5 block,Cneo AK release,LGR2 inh,PGC1a acetyl inh,ERAP1 inh,S100A4 MyoIIA,XiGFP reactiv
CC(=O)N1CCCC(N2CCN(c3cccc(C(F)(F)F)c3)CC2)C1 (centres undefined),8.5,-0.3,0.5,5.1,-3.5,-1.1,0.4,0.1
Cc1ccc(-n2cnc3c(sc4nc(N5CCOCC5)c5c(c43)CCCC5)c2=O)cc1,x,-10.4,1.4,1.9,3.0,1.9,-3.4,0.0
O=C(C1=NNCC1c1ccccc1)C1CO1 (centres undefined),x,-4.5,-0.5,-3.1,x,9.9,-2.8,0.0
C[C@H](CO)N1C[C@H](C)[C@@H](CN(C)S(=O)(=O)c2ccc(F)cc2)Oc2ncc(-c3cccc(C(=O)N(C)C)c3)cc2C1=O,11.4,-3.3,2.1,-2.2,-2.1,1.3,-1.7,0.4
COc1ccc(C(=O)O/N=C(\N)c2ccccn2)c(OC)c1,x,-0.9,x,81.5*,x,0.4,-4.8,0.1
C=CCN1C(=O)c2ccc(C(=O)N(CC(C)C)c3c(N)n(CCCC)c(=O)[nH]c3=O)cc2C1=O,-2.2,3.6,0.1,-6.0,x,3.3,-5.2,0.0
O=C(N[C@@H]1C=C[C@@H](CC(=O)N2CCOCC2)O[C@H]1CO)c1ccccn1,-5.5,1.6,-2.2,16.3,9.4,1.6,-4.9,0.1
COc1ccc(-c2c3c(=O)n(C)c(=O)n(C)c3cn2-c2ccccc2)cc1,2.4,x,-1.9,1.3,2.9,x,x,x
CCCCn1c(N)c(N(CC(C)C)C(=O)c2cc(-c3ccncc3)nc3ccccc23)c(=O)[nH]c1=O,x,1.6,3.2,-0.6,x,1.8,-1.6,0.0
O=C(c1cc(-c2ccco2)nc2ccccc12)N1CCN(Cc2ccccc2)CC1,-73.5,-7.4,-0.7,-9.8,12.4,-2.6,-2.6,-0.5

Grouped by structure, the entries above with a tert-butyl group.
SMILES,C2C12 statin,SIRT5 block,Cneo AK release,LGR2 inh,PGC1a acetyl inh,ERAP1 inh,S100A4 MyoIIA,XiGFP reactiv
CC(C)(C)N1C(=O)c2ccccc2NC(=O)C1C(=O)NCc1ccco1 (centres undefined),x,-1.9,x,-2.5,x,x,-4.7,0.0
Cc1ccc(/C=N/Nc2nc(C(C)(C)C)cs2)o1,-17.4,-3.1,0.2,-52.3,3.0,-1.1,-8.3,0.0
CC(C)(C)c1ccc(-c2noc(CCC(=O)N3CCOCC3)n2)cc1,x,-0.4,x,-67.4,-11.3,3.5,1.3,0.3

Later entries
SMILES,C2C12 statin,SIRT5 block,Cneo AK release,LGR2 inh,PGC1a acetyl inh,ERAP1 inh,S100A4 MyoIIA,XiGFP reactiv
C/C=C/C=C(/NC(=O)c1ccccc1)C(=O)Nc1ccccc1,x,0.8,1.4,-0.6,x,0.8,1.3,0.0
CN(C)C(=O)C[C@H]1CC[C@H]2[C@@H](COC[C@@H](O)CN2CC2CCCC2)O1,1.8,-0.8,-2.2,6.2,-4.6,0.4,-20.8,0.6
C[C@H]1CN([C@@H](C)CO)C(=O)CCCn2nncc2CO[C@H]1CN(C)C(=O)CCC(F)(F)F,0.8&10.6&13.5,1.2&-3.0&-0.1,-0.2&-1.3&10.0,15.3&-1.3,2.7&0.1&4.2,-8.6&0.9&-0.4,0.6&6.4&-30.9,-0.1&0.3
Cc1ccc(CNC(=O)c2cc(C)nn2-c2ccccc2)cc1,13.9,-2.4,x,11.5,x,-0.5,-5.0,-0.1
CC1(C(=O)NS(=O)(=O)c2ccc(Cl)s2)CCN1C(=O)c1ccccc1CCc1ccccc1 (centres undefined),3.4,4.0,0.0,13.5,8.1,1.6,0.7,0.0
Cc1c(NC(=O)C2CC(c3cccc(Br)c3)=NO2)c(=O)n(-c2ccccc2)n1C (centres undefined),-3.4,-3.2,-0.3,-7.7,x,-3.3,-7.3,0.0
Cc1cccnc1NC(=O)c1cccc(S(=O)(=O)N2CCN(c3ccccc3)CC2)c1,x,0.7,x,-3.8,x,-8.0,-4.9,0.0
Cc1ccc2nc(NC(=O)COC(=O)CSc3nc(C)cc(C)n3)sc2c1,13.8,x,-2.1,-15.7,-3.3,x,x,x
CCCC#Cc1ccc([C@H]2[C@@H](CO)N3C(=O)CN(C(=O)NCCC)C[C@@H]23)cc1,x,-5.2,x,7.6,4.0,0.3,-20.5,0.1
CCCCN(C(=O)c1ccc(N(C)S(=O)(=O)c2ccc(C)cc2)cc1)c1c(N)n(CCCC)c(=O)[nH]c1=O,-1.6,0.2,-0.9,-3.8,0.0,-0.3,-4.4,0.1

Additional entries
SMILES,C2C12 statin,SIRT5 block,Cneo AK release,LGR2 inh,PGC1a acetyl inh,ERAP1 inh,S100A4 MyoIIA,XiGFP reactiv
Cc1cc(C)nc(N2C(=O)CC(Cc3ccc(Cl)cc3)C2=O)n1 (centres undefined),x,-2.9,x,-17.6,x,3.4,-4.7,0.0
COC(=O)CN(c1ccccc1F)S(=O)(=O)c1ccc(C)cc1,x,-2.4,x,14.0,-5.4,-3.3,4.3,0.0
CCC(=O)N1[C@H](CNC(=O)COC)[C@@H](c2ccc(-c3ccccc3)cc2)[C@@H]1CO,-9.0,-6.8,2.1,-21.2,-3.0,-4.2,3.6,0.0
CCOc1ccccc1NC(=O)CNC(=O)c1nn(-c2ccc(OC)c(OC)c2)c(=O)c2ccccc12,2.7,-2.1,-0.5,9.0,-0.2,3.5,-3.3,0.2
COc1ccccc1C(=O)Nc1ccc2c(c1)OC[C@@H](C)N(C(C)=O)C[C@@H](C)[C@@H](OC)CN(C)C2=O,2.1,-5.8,-2.7,-4.4,3.9,x,-35.4,0.0
CCC(=O)N1CCC2(CC1)CN(C(=O)CN1CCOCC1)[C@@H](CO)c1[nH]c3cc(OC)ccc3c12,x,1.7,x,5.6,x,-1.4,-4.8,0.3
CCOC(=O)c1cnc(-c2ccccc2)nc1-c1ccccc1,x,-3.1,x,-0.7,1.3,-4.9,-4.6,0.9
CC(C)NC(=O)Nc1cccc2c1O[C@@H](CN(C)C(=O)Nc1ccc(C(F)(F)F)cc1)[C@@H](C)CN([C@@H](C)CO)C2=O,-52.3,4.7,-5.2,-8.9,11.1,1.0,1.1,-0.9
Cc1cc(=O)oc2c(C)c(OC(=O)c3ccco3)ccc12,1.4,-2.9,1.6,0.8,x,2.7,-1.1,0.1
COCC(=O)N1[C@H](C(=O)N2CCN(C)CC2)[C@@H](CO)[C@@H]2Cn3c(ccc(C4=CCCC4)c3=O)[C@@H]21,x,-12.5,x,-13.3,x,-2.8,9.1,0.7

(more compounds)
SMILES,C2C12 statin,SIRT5 block,Cneo AK release,LGR2 inh,PGC1a acetyl inh,ERAP1 inh,S100A4 MyoIIA,XiGFP reactiv
Cc1ccc(C)c(NS(=O)(=O)c2cc(C(=O)NCc3ccccn3)ccc2C)c1,-11.4,0.3,0.9,12.6,x,2.5,6.7,0.0
C[C@H](C(=O)N(C)C[C@H]1OCc2ccccc2-c2ccccc2C(=O)N([C@@H](C)CO)C[C@@H]1C)c1ccccc1,-24.5,0.5,-2.6,15.2,-6.3,3.4,-10.5,-1.2
Cc1ccc(S(=O)(=O)N(C)C[C@H]2OCCCC[C@H](C)Oc3ccc(NS(=O)(=O)c4ccccc4)cc3C(=O)N([C@H](C)CO)C[C@@H]2C)cc1,9.7,3.5,-1.3,-4.3,-2.6,2.2,97.1*,0.2
COc1ccc([N+](=O)[O-])cc1NS(=O)(=O)c1cccc(C(=O)NCCCN2CCCC2=O)c1,3.2,2.1,-2.0,-9.3,5.2,-4.5,-0.1,-0.1

Screening data (PubChem BioAssay)

Some of the compounds tested; the hit share may differ from the screen's.
